High-throughput results deposited in PubChem BioAssay by several laboratories.
AHR act – activators of human aryl hydrocarbon receptor; AID 2796; actives 2.5% (n = 320,000); P35869; AHR-responsive luciferase reporter cells, luminescence; activation, % at 5 µM; in the data active means activation above about 47%;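 further: 0% = vehicle wells and 100% = reference agonist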
Target sequence (P35869 whole entry, looked up): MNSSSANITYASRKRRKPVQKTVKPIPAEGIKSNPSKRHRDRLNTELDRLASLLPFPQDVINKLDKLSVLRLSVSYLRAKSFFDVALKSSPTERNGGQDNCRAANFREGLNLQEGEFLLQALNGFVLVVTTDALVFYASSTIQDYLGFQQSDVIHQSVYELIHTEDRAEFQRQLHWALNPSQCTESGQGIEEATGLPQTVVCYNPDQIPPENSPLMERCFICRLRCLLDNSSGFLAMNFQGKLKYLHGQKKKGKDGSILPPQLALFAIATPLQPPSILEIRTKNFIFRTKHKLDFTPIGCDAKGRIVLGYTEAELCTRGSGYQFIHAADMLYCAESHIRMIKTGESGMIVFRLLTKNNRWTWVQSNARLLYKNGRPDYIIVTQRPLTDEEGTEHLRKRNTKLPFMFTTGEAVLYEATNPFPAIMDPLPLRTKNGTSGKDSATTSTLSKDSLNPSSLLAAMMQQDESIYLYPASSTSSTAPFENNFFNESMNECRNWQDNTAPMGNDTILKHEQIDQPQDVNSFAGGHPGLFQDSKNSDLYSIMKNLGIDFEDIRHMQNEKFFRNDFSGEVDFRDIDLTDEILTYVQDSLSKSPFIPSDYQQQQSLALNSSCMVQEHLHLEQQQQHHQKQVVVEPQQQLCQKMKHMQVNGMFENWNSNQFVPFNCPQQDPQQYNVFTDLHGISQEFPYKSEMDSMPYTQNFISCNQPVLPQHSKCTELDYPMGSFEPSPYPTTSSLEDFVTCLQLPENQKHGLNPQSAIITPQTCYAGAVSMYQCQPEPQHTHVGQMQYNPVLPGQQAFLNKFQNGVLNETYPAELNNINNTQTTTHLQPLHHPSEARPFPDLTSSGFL
Efflux pump inh – antifungal efflux pump inhibition, Nile Red retention | inhibition, % at 10 µM | actives 0.44% (n = 330,000) | S. cerevisiae Candida pump triplex;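 active means plate passing quality check with inhibition over a set limit, or well fluorescence over plate mean plus 4 SD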;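 further: Nile Red retained in pooled yeast measured as flow cytometry median fluorescence; 0% = buffer negative control and 100% = Enniatin B positive control; higher means more Nile Red kept so more efflux inhibition; some compounds called inactive have numbers as strong as hits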
RPL19A-GFP yeast – yeast TOR pathway RPL19A-GFP modulation; percent response vs DMSO, % at 10 µM; AID 2025; actives 0.3% (n = 330,000); S. cerevisiae RPL19A-GFP strain, flow cytometry, 3 h; hits give low values;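 active means percent response vs DMSO below 50%; inconclusive means fewer than 70 events counted for the yeast strain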;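 further: median channel GFP fluorescence of the barcoded RPL19A-GFP strain; ratio of sample median GFP to plate DMSO average so 100% = DMSO; lower means less RPL19A-GFP as with rapamycin TOR inhibition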
CIT2 TOR yeast – alters CIT2-GFP fluorescence in TOR pathway yeast screen | GFP response vs DMSO, % at 10 µM | S. cerevisiae CIT2-GFP strain, flow cytometry, 3 h; 100 means same as DMSO wells | actives 0.065% (n = 320,000);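 active means GFP response relative to DMSO above a set limit, near the screen mean plus 3 SD, cut at about 150% in these data; inconclusive means Fewer than 70 cells measured for a yeast strain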;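 further: ratio of well median GFP fluorescence to mean of DMSO wells on the plate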
MEP2-GFP yeast – alters MEP2-GFP fluorescence in TOR pathway yeast screen. S. cerevisiae MEP2-GFP strain, flow cytometry GFP, 3 h; 100% = DMSO control level. GFP response vs DMSO, % at 10 µM. actives 0.51% (n = 330,000). AID 2016;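 active means GFP response versus DMSO above a set limit, roughly screen mean plus 3 SD, cut at about 180% in these data; inconclusive means fewer than 70 cells counted for a yeast strain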;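 further: median GFP fluorescence of the barcode-gated MEP2-GFP cells per well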
LAP4 TOR yeast – alters LAP4-GFP fluorescence in TOR pathway yeast screen; AID 2023; GFP response vs DMSO, % at 10 µM; S. cerevisiae LAP4-GFP multiplex, flow cytometry GFP, 3 h; median GFP as percent of DMSO wells; actives 0.34% (n = 320,000);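 active means GFP response vs DMSO above a set limit, about the screen mean plus 3 SD, cut at about 150% in these data; inconclusive means under 70 cell events counted for the yeast strain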
CR mimetic SO – caloric restriction mimetics inhibiting age-related superoxide in yeast | S. cerevisiae aged cells, superoxide DHE fluorescence; hits give low values | superoxide response (% of plate mean), % at 10 µM | actives 0.18% (n = 330,000) | AID 2690;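 active means superoxide response under a set limit, about three screen SD below normal, cut at about 65% in these data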;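 further: yeast aged for seven days with compound at 30 °C before DHE staining; 100% = average MFI of all compound-treated wells on the plate with controls excluded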
AGP1-GFP MLPCN – modulators of TOR pathway AGP1-GFP in S. cerevisiae; S. cerevisiae AGP1-GFP multiplex flow cytometry, 3 h; GFP as percent of DMSO wells; GFP response vs DMSO, % at 10 µM; actives 0.02% (n = 320,000); AID 2066;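 active means GFP response relative to DMSO above a set limit, near screen average plus 3 SD, cut at about 150% in these data; inconclusive means fewer than 70 cells counted for the yeast strain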;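 further: median GFP channel fluorescence of the gated AGP1 strain per well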
* = called active by the depositor; i = inactive; ? = inconclusive; . = no result given; [ ] = another dose, or the depositor's remark.

no.	Molecule	AHR act	Efflux pump inh	RPL19A-GFP yeast	CIT2 TOR yeast	MEP2-GFP yeast	LAP4 TOR yeast	CR mimetic SO	AGP1-GFP MLPCN
1	CCOC(=O)Cn1nc(C)cc1NC(=O)c1cc(OC)c(OC)c(OC)c1	0	0.0	99	98	101	101	91	100
2	CCNC(=O)CCSc1nc2cc(Cl)ccc2o1	-4	0.2	99	98	102	100	100	95
3	O=c1[nH]c(=O)n([C@H]2C[C@H](O)[C@@H](CO)O2)cc1C(F)(F)F	-1	-0.2	107	119	97	107	86	96
4	CN(C)c1ccc(P(=O)(OCc2ccccc2)C(O)c2ccncc2)cc1 (configuration not stated)	-2	-0.1	100	107	104	102	92	102
5	COc1cc(NS(=O)(=O)c2ccc(Br)cc2)c(OC)cc1NC(=O)c1ccco1	9	-0.3	99	101	101	110	98	.
6	Cc1ccc(Nc2c([N+](=O)[O-])ccc3c2=NC2(CCCCC2)N=3)cc1	12	-0.1	114	88	99	78	112	86
7	CC(=O)N1CCc2cc(Br)cc(S(=O)(=O)N3CCCCCC3)c21	1	-0.1	98	96	109	104	91	109
8	C=CCn1c(CSCc2ccc(Cl)cc2Cl)nnc1SCC(=O)Nc1ccc(C(=O)O)cc1	-1	-0.1	92	96	100	104	103	97
9	COCCN1C(=O)N[C@@H](c2ccccc2)[C@H](C(=O)OC)[C@H]1C	-2	-0.2	93	97	103	87	106	97
10	CC(=O)c1cccc(NC(=O)c2ccco2)c1	5	-0.2	94	96	99	98	92	91
11	O=C(O)CCSc1nnc(SCC(=O)NCC(F)(F)F)s1	-3	0.1	93	99	96	85	114	90
12	COc1ccc(C2NC(=O)CS2)cc1 (configuration not stated)	2	-0.2	96	100	104	94	85	95
13	CCOC(=O)Cc1csc(NC(=O)c2c(O)c3ccccc3n(CC(C)C)c2=O)n1	-2	0.0	96	94	93	94	92	96
14	Cc1cccn2c(=O)c3cc(C(=O)NCCc4ccccc4)sc3nc12	3	0.5	87	89	102	86	122	84
15	COCCCn1cc(C(=O)c2cc(Br)ccc2O)cc(C#N)c1=O	5	0.0	94	95	101	99	105	100
16	O=C1c2ccccc2C(=O)N1CC1=CCS(=O)(=O)C1	5	0.1	100	97	98	95	97	95
17	Cc1cccc(S(=O)(=O)NC(Cc2c[nH]c3ccccc23)C(=O)O)c1 (configuration not stated)	7	0.2	93	85	89	97	113	114
18	COc1ccccc1C(=O)NC(C)c1cccc2ccccc12 (configuration not stated)	13	0.1	103	110	104	100	108	99
19	CCOc1ccccc1N(C(=O)CNC(=O)c1ccco1)C(C(=O)NC1CCCC1)c1cccnc1 (configuration not stated)	0	0.0	96	94	100	95	90	97
20	O=C(NNS(=O)(=O)c1ccc(F)cc1)c1cccc(O)c1	2	-0.1	100	100	114	107	97	103
21	O=S(=O)(c1cccs1)N1CCC(CO)(Cc2cccc(F)c2)CC1	-1	0.2	110	97	106	107	108	108
22	COc1ccc(-n2c(Cc3cccn3C)nnc2SCC(=O)NCc2ccccc2Cl)cc1	-1	0.0	100	106	104	100	92	107
23	CCCCN(C)Cc1c(C)[nH]c2ccccc2c1=O	0	0.2	92	74	96	105	98	76
24	Cc1ccc(C)c(CSc2nnc(CCN)o2)c1	-1	0.0	103	109	109	91	100	108
25	O=C(Cn1nc(CNc2ccc(Cl)cc2)[n+]2c1CCCCC2)c1ccccc1	5	0.1	103	97	104	98	106	105
26	CC(=O)c1ccc(N2CCN(CC(=O)NC(=O)NCc3ccccc3)CC2)cc1	1	-0.1	98	106	112	105	89	106
27	CCOc1ccccc1N1CCN(C(=O)c2cc[n+]([O-])cc2)CC1	1	-0.1	99	91	103	97	75	103
28	NC(=O)c1ccc(Nc2nnc(-c3ccc(O)cc3)c3ccccc23)cc1	16	0.1	93	88	100	90	111	92
29	Cc1cccc(C)c1NC(=O)CN(C)C(=O)CCc1nc2sc3c(c2c(=O)[nH]1)CCCC3	9	0.2	99	94	93	93	111	99
30	CN(C)S(=O)(=O)c1ccc(S(=O)(=O)N(CC(=O)Nc2ccccc2)CC2CCCO2)cc1 (configuration not stated)	2	-0.1	105	108	111	106	109	110

Some of the entries above, set out differently:
[2] CCNC(=O)CCSc1nc2cc(Cl)ccc2o1
[15] COCCCn1cc(C(=O)c2cc(Br)ccc2O)cc(C#N)c1=O
[10] CC(=O)c1cccc(NC(=O)c2ccco2)c1

assay / compound | 2 | 15 | 10
AHR act | -4 | 5 | 5
Efflux pump inh | 0.2 | 0.0 | -0.2
RPL19A-GFP yeast | 99 | 94 | 94
CIT2 TOR yeast | 98 | 95 | 96
MEP2-GFP yeast | 102 | 101 | 99
LAP4 TOR yeast | 100 | 99 | 98
CR mimetic SO | 100 | 105 | 92
AGP1-GFP MLPCN | 95 | 100 | 91

Following part.
no.	Molecule	AHR act	Efflux pump inh	RPL19A-GFP yeast	CIT2 TOR yeast	MEP2-GFP yeast	LAP4 TOR yeast	CR mimetic SO	AGP1-GFP MLPCN
31	O=C(O[C@@H](C(=O)O)[C@@H](OC(=O)c1ccccc1)C(=O)O)c1ccccc1	0	0.0	99	90	99	101	108	98
32	O=C(N/N=C/c1ccccc1)C(=O)N/N=C/c1ccccc1	5	0.0	104	106	103	102	105	106
33	Cn1c(SCC(=O)NNC(=O)Cc2ccccc2)nc2ccccc2c1=O	5	-0.1	104	103	101	95	84	102
34	COc1ccc(OC)c(NC(=O)CCn2ccnc2)c1	29	-0.1	105	103	103	93	102	96
35	CC(C)N1CCN(C(=O)c2ccc([N+](=O)[O-])cc2)CC1	0	0.0	92	92	84	101	99	101
36	Cc1ccn2c(C(=O)N/N=C/c3ccc(CNC(=O)C(=O)Nc4ccc(C)c(C)c4)o3)c(C)nc2c1	0	0.3	100	102	95	99	78	101
37	Cc1cccc(C)c1-n1c(C)cc(/C=N/NC(=O)c2ccncc2)c1C	5	-0.2	96	101	101	107	108	102
38	CN1CCC(N(C)S(=O)(=O)c2ccc(NC(=O)COc3ccc(Br)cc3Cl)cc2)CC1	4	0.0	102	101	100	104	98	99
39	Cc1cc(OCC(=O)NCCc2c[nH]c3ccccc23)c2c(C)c(C)c(=O)oc2c1	7	-0.1	98	97	100	108	84	102
40	O=C(CCCCn1c(=O)c2ccccc2n(Cc2ccccc2F)c1=O)NC1CCN(Cc2ccccc2)CC1	0	-0.4	101	104	105	119	93	110
41	O=C(NCCCC(=O)N1CCOCC1)c1cccnc1	1	-0.1	99	106	100	102	97	102
42	CC(C)OCCCNC(=O)CN1C(=O)CSc2ccc(S(=O)(=O)N3CCCCC3)cc21	4	0.1	102	96	100	100	97	102
43	CSc1nsc(SCC(=O)Nc2ccc(C(N)=O)cc2)n1	17	0.0	103	111	103	100	115	102
44	CC(C)CC(=O)Nc1nnc(CCc2ccccc2)s1	11	0.1	101	103	114	99	112	106
45	COCCOc1ccc(C(F)(F)F)cc1NC(=O)COC(=O)Cc1c[nH]c2ccccc12	27	0.0	101	88	106	117	95	102
46	CC(C)CNC(=O)CSc1n[nH]c(=O)n1CCc1ccccc1	2	0.1	103	98	106	101	87	94
47	CNC(=S)NC1CC2CCC(C1)N2Cc1ccccc1 (configuration not stated)	-1	0.1	100	110	103	100	97	108
48	CCn1c(=O)c2sccc2n2c(CCCC(=O)NCc3cccnc3)nnc12	2	0.0	90	101	103	87	97	90
49	COc1ccc(NC(=O)Cn2nc(C(=O)O)c3ccccc3c2=O)cc1Cl	-1	0.0	100	102	110	98	90	101
50	O=C(O)CCC(=O)NNC(=O)c1ccc([N+](=O)[O-])cc1	1	0.0	98	100	108	107	i	101
51	Cc1ccc2ccc(S(=O)(=O)n3nc(C)cc3C)cc2c1	2	0.2	92	88	93	116	95	97
52	Cc1cccc(NNC(=O)c2c(F)cccc2Cl)c1	-3	-0.1	98	101	94	111	79	103
53	CC(=O)C(Sc1nccc(-c2cccs2)n1)C(C)=O	1	-0.2	103	89	100	96	90	106
54	COc1ccc(CCC(=O)OCC(=O)Nc2sccc2C#N)cc1	16	0.0	100	101	102	97	80	99
55	COc1ccc(-n2c(=S)[nH]c3cc(C(=O)NCCCN4CCCC4=O)ccc3c2=O)cc1OC	4	0.6	47*[may fluoresce violet]	?	?	?	103	?
56	O=C(Nc1ccc2c(c1)CCCN2C(=O)c1cccs1)c1c(F)cccc1Cl	0	0.0	97	96	103	100	124	106
57	CCOc1ccc(Nc2nc(N3CCCC3)nc(N3CCN(c4ccc(OC)cc4)CC3)n2)cc1	-1	0.3	98	89	104	102	106	98
58	C=C(C)Cn1c(CCNC(=O)CCC)nc2ccccc21	-4	-0.1	101	102	99	104	101	102
59	COc1ccc(C(=O)NC(=S)NCc2cccnc2)cc1[N+](=O)[O-]	76*	0.0	100	102	100	92	100	99
60	CCc1ccc(-c2nc(CSCC(=O)NC3CC3)c(C)o2)cc1	-9	0.1	98	99	103	105	86	100

Continued, overlapping the part above by five compounds.
no.	Molecule	AHR act	Efflux pump inh	RPL19A-GFP yeast	CIT2 TOR yeast	MEP2-GFP yeast	LAP4 TOR yeast	CR mimetic SO	AGP1-GFP MLPCN
56	O=C(Nc1ccc2c(c1)CCCN2C(=O)c1cccs1)c1c(F)cccc1Cl	0	0.0	97	96	103	100	124	106
57	CCOc1ccc(Nc2nc(N3CCCC3)nc(N3CCN(c4ccc(OC)cc4)CC3)n2)cc1	-1	0.3	98	89	104	102	106	98
58	C=C(C)Cn1c(CCNC(=O)CCC)nc2ccccc21	-4	-0.1	101	102	99	104	101	102
59	COc1ccc(C(=O)NC(=S)NCc2cccnc2)cc1[N+](=O)[O-]	76*	0.0	100	102	100	92	100	99
60	CCc1ccc(-c2nc(CSCC(=O)NC3CC3)c(C)o2)cc1	-9	0.1	98	99	103	105	86	100
61	COc1ccc(NC(=O)c2ccc3c(c2)n(C)c(=O)n3C)cc1	-3	-0.1	102	94	96	94	86	96
62	CCOC(=O)CNc1nc(Cl)nc(Nc2ccccc2)n1	-2	0.1	99	86	98	101	114	101
63	Cc1ccc(C(=O)CN(C(=O)c2ccc(Cl)c(Cl)c2)N2C(=O)C3CCCCC3C2=O)cc1 (configuration not stated)	-1	0.8	101	91	102	100	134	95
64	CCS(=O)(=O)C1=NSC2=NC(=O)/C(=C\c3ccc(OC(=O)c4ccco4)cc3)C(=N)N21	1	-0.3	98	102	103	91	96	94
65	Cc1ccc(OCC(=O)Nc2ccc3c(c2)nc(CCN2CCCCC2)n3C)cc1	-2	0.0	99	108	102	93	100	103
66	CCOc1ccc(C(=O)Nc2ccc(CN3CCOCC3)cc2)cc1Cl	.	0.0	104	111	112	103	95	100
67	Cc1cc(NC(=O)c2cccc(Cl)c2)n[nH]1	71*	-0.1	91	90	91	89	93	92
68	Cc1ccc(NS(=O)(=O)c2ccc3c(c2)NC(=O)CCS3)c(Br)c1	1	0.5	100	104	102	93	99	99
69	CCC1CN(C(=O)N2CCC(C(=O)NCc3cccc(F)c3)CC2)c2ccccc2O1 (configuration not stated)	3	-0.1	100	104	102	101	123	101
70	O=C(CN1CCN(S(=O)(=O)/C=C/c2ccccc2)CC1)Nc1ccc(N2CCOCC2)cc1	2	0.0	100	99	100	103	95	101
71	COc1ccccc1N1CCN(C(=O)CSc2nc3ccccc3c(=O)n2CC2CCCO2)CC1 (configuration not stated)	5	0.0	101	106	101	99	86	102

Part of the list above, with values under each structure:
Each structure is followed by: AHR act, Efflux pump inh, RPL19A-GFP yeast, CIT2 TOR yeast, MEP2-GFP yeast, LAP4 TOR yeast, CR mimetic SO, AGP1-GFP MLPCN
#51 Cc1ccc2ccc(S(=O)(=O)n3nc(C)cc3C)cc2c1
  2, 0.2, 92, 88, 93, 116, 95, 97
#52 Cc1cccc(NNC(=O)c2c(F)cccc2Cl)c1
  -3, -0.1, 98, 101, 94, 111, 79, 103
